CF NFkB inh – inhibitors of cystic fibrosis induced NF-kB. inhibition, % at 5 µM. 360,000 tested, 0.86% active. KKLEB NF-kB-GFP reporter, PAF-induced, GFP fluorescence overnight;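 active = at least 50% inhibition at 5 µM, scaled per plate between neutral and stimulator controls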;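 note: PAF is a Pseudomonas aeruginosa culture filtrate used as stimulus; plate controls were PAF-stimulated DMSO wells for no effect and unstimulated DMSO wells for full effect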
TROY NFkB inh – inhibitors of TROY-dependent NF-kB signaling. Q293 LMP1-TROYcd NF-kB luciferase reporter, 4 h. inhibition, % at 10 µM. 360,000 tested, 0.98% active. AID 1347056;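 active = compounds whose plate-normalised and pattern-corrected inhibition of the luciferase reporter signal at the single screening dose is 50% or more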
KKLEB cytotox – counter-screen for CF NF-kB inhibitors: cytotoxicity; KKLEB CF airway cells viability, ATPlite luminescence, overnight; active compounds read low; cells stimulated with P. aeruginosa culture filtrate; activity change (cytotoxicity), % at 5 µM; 360,000 tested, 0.36% active; AID 602141;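 active = corrected activity change at or below -50% at 5 µM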
COUP-TFII inh – blocks human COUP-TFII nuclear receptor | HEK293T NGFI-A luciferase reporter, luminescence | 370,000 tested, 0.7% active | inhibition, % at 8.6 µM | P24468;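 active = inhibition above a per-plate cutoff, mean inhibition of test wells between control levels plus 3 SD, cut at about 38% in these data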;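 note: cells cotransfected with COUP-TFII expression vector driving the NGFI-A reporter; 0% = median of COUP-TF2 test wells and 100% = reporter-only cells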
Target sequence (P24468 whole entry, looked up): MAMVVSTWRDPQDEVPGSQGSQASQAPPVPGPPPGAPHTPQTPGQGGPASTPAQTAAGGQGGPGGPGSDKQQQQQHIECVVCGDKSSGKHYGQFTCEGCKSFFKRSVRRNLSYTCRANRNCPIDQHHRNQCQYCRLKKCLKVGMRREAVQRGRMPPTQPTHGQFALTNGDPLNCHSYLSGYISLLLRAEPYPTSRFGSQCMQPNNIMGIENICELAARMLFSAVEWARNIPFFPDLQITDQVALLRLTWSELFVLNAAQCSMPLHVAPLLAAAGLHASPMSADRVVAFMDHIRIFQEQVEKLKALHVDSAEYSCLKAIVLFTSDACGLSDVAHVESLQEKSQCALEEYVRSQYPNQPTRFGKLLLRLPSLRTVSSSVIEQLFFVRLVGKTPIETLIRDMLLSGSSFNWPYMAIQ
TRAIL sens C8 – sensitizes caspase-8 expressing cells to TRAIL. AID 624354. NB7+C8 cells + TRAIL, ATPlite viability luminescence. inhibition (viability loss, TRAIL sensitization), % at 10 µM. 360,000 tested, 1% active;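 active = compounds causing at least 50% loss of cell viability in the single-dose screen, relative to plate controls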
NCOA1 inh – human NCOA1 inhibition | Q15788 | HEK293 GAL4-SRC1 luciferase reporter, luminescence | inhibition, % at 3.6 µM | 360,000 tested, 0.12% active;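 active = inhibition above the campaign mean plus 3 SD, with each screening campaign given its own cutoff, cut at about 60% in these data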;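 note: 0% = DMSO treated cells and 100% = gossypol at 36 µM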
NCOA2 inhibitor – human SRC2 (NCOA2) inhibition | Q15596 | HEK293 GAL4-SRC2 luciferase reporter, luminescence | inhibition, % at 9 µM | 370,000 tested, 0.17% active | AID 651957;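 active = inhibition above the mean inhibition of all tested compounds plus 3 SD, set per campaign, cut at about 52% in these data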;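 note: 0% = DMSO treated cells and 100% = cells given Gossypol at 36 µM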
TWEAK-Fn14 inh – inhibitors of TWEAK-Fn14 interaction signaling; TWEAK-stimulated Fn14 reporter cells, luciferase luminescence, 8 h; inhibition, % at 10 µM; 360,000 tested, 2% active; in the data active = inhibition above about 50%
NR5A2 inv ag – suppresses constitutive activity of human LRH-1 | HEK293T StAR-luciferase reporter, LRH-1 transfected, 24 h | inhibition, % at 3.6 µM | 360,000 tested, 0.13% active | AID 602396;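 active = inhibition above the mean inhibition of all tested compounds plus 3 SD, cut at about 73% in these data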;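 note: 0% = DMSO wells and 100% = reporter-only cells lacking LRH-1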
Target sequence (O00482 whole entry, looked up): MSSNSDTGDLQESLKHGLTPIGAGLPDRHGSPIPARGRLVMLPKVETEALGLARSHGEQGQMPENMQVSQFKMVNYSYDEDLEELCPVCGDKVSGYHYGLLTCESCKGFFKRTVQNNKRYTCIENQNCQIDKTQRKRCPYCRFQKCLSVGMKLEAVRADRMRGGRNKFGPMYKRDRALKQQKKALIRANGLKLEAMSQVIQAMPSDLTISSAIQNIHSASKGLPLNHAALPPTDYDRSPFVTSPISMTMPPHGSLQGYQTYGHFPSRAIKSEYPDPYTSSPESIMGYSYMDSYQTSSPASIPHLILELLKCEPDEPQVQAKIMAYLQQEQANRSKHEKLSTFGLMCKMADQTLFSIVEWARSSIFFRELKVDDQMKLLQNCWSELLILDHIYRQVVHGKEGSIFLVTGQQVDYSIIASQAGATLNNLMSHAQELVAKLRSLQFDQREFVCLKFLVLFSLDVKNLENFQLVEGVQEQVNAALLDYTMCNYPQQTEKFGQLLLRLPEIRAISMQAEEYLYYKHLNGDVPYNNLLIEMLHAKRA
SRC3 inh – inhibits human SRC3 coactivator | Q9Y6Q9 | HEK293 GAL4-SRC3 luciferase reporter, luminescence | inhibition, % at 3.6 µM | 360,000 tested, 0.17% active | AID 588352;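 active = inhibition above a per-campaign cutoff, the mean of all compounds plus 3 SD, cut at about 60% in these data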;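 note: 0% = DMSO-treated cells and 100% = gossypol-treated cells at 36 µM; higher means less SRC3-driven luciferase light from the GAL4 reporter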
LMP1 NFkB inh – Epstein-Barr LMP1 NF-kappaB reporter inhibition; AID 504558; inhibition, % at 12.5 µM; LMP1-induced NF-kappaB luciferase reporter cells, luminescence; 350,000 tested, 0.69% active; in the data active = inhibition above about 41%;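 note: 0% = neutral control wells and 100% = reference inhibitor control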
* = called active by the depositor; . = no result given.

SMILES	CF NFkB inh	TROY NFkB inh	KKLEB cytotox	COUP-TFII inh	TRAIL sens C8	NCOA1 inh	NCOA2 inhibitor	TWEAK-Fn14 inh	NR5A2 inv ag	SRC3 inh	LMP1 NFkB inh
CCOc1ccccc1NC(=O)CCCc1ccc(OC)c(C)c1	12	-2	-2	-31	29	3	-6	-12	-12	-10	-13
COc1cccc(S(=O)(=O)NCC(=O)N2CCCCCC2)c1	1	15	-6	13	-2	-30	-1	-7	0	0	-4
CC1CCCCN1C(=O)COC(=O)c1cc([N+](=O)[O-])ccc1N1CCOCC1 (configuration not stated)	2	5	4	2	-4	13	4	-15	-5	7	1
C/C(Nc1ccc(F)cc1)=C(/C#N)C(N)=O	8	12	3	-5	5	-9	-47	4	-8	19	-8
Cc1cc(C(=O)CCl)c(C)n1Cc1ccco1	45	11	0	-19	1	0	24	33	18	16	17
CC(C)[C@H](CO)Nc1nc(Nc2ccc(Cl)c(C(=O)O)c2)c2ncn(C(C)C)c2n1	14	-1	0	12	3	-8	10	-6	0	-6	18
O=C(Nc1cccc(F)c1)c1ccc(Cn2cc([N+](=O)[O-])cn2)o1	1	-3	-6	-1	-4	-9	20	-1	8	-4	4
C=CCn1c(=NC(=O)CN2C(=O)CCC2=O)sc2cc(S(N)(=O)=O)ccc21	11	9	-10	-28	-2	-10	-4	-10	0	4	-6
C(=C\c1ccccc1)/C=N/n1cnnc1	-3	-1	12	-9	0	-41	-26	-13	-1	-4	4
C=CCn1c(C(c2ccccc2)c2ccccc2)n[nH]c1=S	11	18	-3	4	-3	-11	0	5	20	16	4
N#C/C(=C(/O)c1ccc(F)cc1)c1nc2ccccc2s1	26	31	10	-9	14	-78	-6	15	-66	-68	-10
CCN(CC)C(=O)CN1C(=O)C(=O)c2ccccc21	16	-10	-6	8	3	7	26	-1	11	22	-1

(listing goes on)
SMILES	CF NFkB inh	TROY NFkB inh	KKLEB cytotox	COUP-TFII inh	TRAIL sens C8	NCOA1 inh	NCOA2 inhibitor	TWEAK-Fn14 inh	NR5A2 inv ag	SRC3 inh	LMP1 NFkB inh
CCOc1ccccc1NC(=O)CSc1nnc2ccc(-c3ccncc3)nn12	16	21	-9	15	4	18	2	13	14	-3	-2
CC1(C)NC(=O)N(CC(=O)OCC(=O)Nc2cccc(S(N)(=O)=O)c2)C1=O	-1	11	12	14	0	1	-57	9	7	-9	1
Cc1ccc(Cc2c(-c3ccc(F)cc3)nc3ccc(Br)cn23)cc1	18	-31	-15	5	3	-49	-47	-27	-53	-25	.
CCn1cc(C2=NC(CCSC)CO2)c2ccccc21 (configuration not stated)	0	-16	9	-10	9	-4	10	-30	6	-17	-6
Cc1c(N=Cc2ccccn2)c(=O)n(-c2ccccc2)n1C	-4	-2	8	5	-12	0	-3	-8	-6	-2	-4
CC1CCN(S(=O)(=O)c2cccc(-c3nnc(-c4cccnc4)o3)c2)CC1	0	2	0	6	-2	-29	-4	1	-18	5	-8
Cc1ccc(S(=O)(=O)NCc2ccc3[nH]c(C)cc3c2)cc1	20	-6	-8	4	15	-7	0	10	-20	13	-7
COc1cc(NC(=O)COC(=O)/C=C/c2ccccc2Cl)cc(OC)c1	-1	-4	4	0	-3	6	-11	-3	-2	-2	7
CCOC(=O)c1cnc(-n2nc(C)cc2C)nc1NCc1ccc2c(c1)OCO2	-10	-5	-10	14	5	9	-22	8	7	4	10
COc1ccc(-c2nc3ncnn3cc2C)cc1F	6	-4	0	-12	-6	7	8	5	0	15	-7
CC(=O)N1N=C(c2ccc(C)cc2)OC1c1ccc(C(C)C)cc1 (configuration not stated)	22	2	-5	-32	-20	-71	-55	-1	-10	-80	-60
CCOc1ccc(N(CC)C(=O)COc2cc(=O)n(C)c3ccccc23)cc1	0	0	-7	-4	-1	3	0	-9	2	10	6

(list continues)
SMILES	CF NFkB inh	TROY NFkB inh	KKLEB cytotox	COUP-TFII inh	TRAIL sens C8	NCOA1 inh	NCOA2 inhibitor	TWEAK-Fn14 inh	NR5A2 inv ag	SRC3 inh	LMP1 NFkB inh
Nc1c(N(CCO)C(=O)COc2ccc(Cl)cc2)c(=O)[nH]c(=O)n1Cc1ccccc1	8	9	6	11	1	-16	17	-5	14	8	5
Cc1ccc(C(=O)Cn2c(NCCO)nc3ccccc32)cc1	15	11	-3	-8	-7	-11	4	3	-9	-3	6
O=C(C(=O)N1CCN(c2cccc(Cl)c2)CC1)c1c[nH]c2ccccc12	0	-10	4	-15	-11	-10	-34	9	5	-1	-15
CN1C(C(=O)Nc2ccc(F)cc2F)=CC(c2ccco2)=NS1(=O)=O	-5	-7	2	-9	-14	-13	-32	-21	-15	5	-6
Fc1cc(Cl)cc2ccc(-c3ccccc3)nc12	-26	-17	13	-1	3	-80	-27	-22	-22	-36	.
Clc1ccc(CCNc2nc3ccccc3s2)cc1	-13	-53	4	9	35	-7	-8	-71	-7	0	-6
CCOc1ccccc1OCCOCCOc1ccccc1[N+](=O)[O-]	2	-13	2	2	-4	3	-20	-4	11	14	3
N#CCC(=O)Nc1ccc(C(=O)OCC(=O)Nc2cc(-c3ccccc3)nn2-c2ccccc2)cc1	-2	10	2	1	-19	-6	-25	5	-28	-14	4
CC(C)CC(=O)Nc1ccc(C(=O)COC(=O)C2CCC2)cc1	-21	-32	10	-8	3	11	-3	-4	-28	8	-1
CCCCCCCCN1C(=O)[C@H](CC(=O)N2CCN(C(=O)OCC)CC2)C[C@@]2(C(=O)OCC)CCCC=C12	.	6	.	14	8	.	-6	7	1	.	.
Cc1cccc(C)c1OCc1nnc(SCC(=O)Nc2ccccc2F)o1	-5	21	13	3	-7	12	-8	3	14	9	-3
CCC(C(=O)Nc1cccc(OC)c1)n1nc(C)c2c(C)n(-c3ccccc3)nc2c1=O (configuration not stated)	6	-4	6	13	-3	-13	16	-6	-1	6	3

Remaining list, next part:
SMILES	CF NFkB inh	TROY NFkB inh	KKLEB cytotox	COUP-TFII inh	TRAIL sens C8	NCOA1 inh	NCOA2 inhibitor	TWEAK-Fn14 inh	NR5A2 inv ag	SRC3 inh	LMP1 NFkB inh
O=C(NCc1ccc(F)cc1)C1CCCN1S(=O)(=O)c1ccccc1C(F)(F)F (configuration not stated)	-8	-8	-2	17	0	2	-35	-6	16	-13	-1
Cc1cc(C(=O)COC(=O)c2ccc[nH]c2=O)c(C)n1C1CC1	-9	19	1	-56	13	-39	-22	31	-46	-26	2
CCOc1ccc(CCNC(=O)CSc2nc3ncc(Cl)cc3[nH]2)cc1OCC	-31	-18	-4	13	-26	4	15	-9	1	24	-2
COc1ccc(CNC(=O)C(=O)NCC2OCCN2S(=O)(=O)c2cccs2)cc1 (configuration not stated)	-46	-6	13	12	-7	-6	-3	9	2	-1	0
O=C(Cn1ncc2c3ccccc3n(Cc3ccccc3)c2c1=O)N1CCN(c2ncccn2)CC1	-4	-8	-12	.	6	-4	.	35	14	-2	-5
Nc1ncnc(Nc2ccc(F)cc2)n1	3	-12	-13	3	5	-23	-27	-1	-20	-8	12
CSc1ccccc1NC(=O)CN(c1ccccc1)S(=O)(=O)N(C)C	6	2	-4	4	-13	6	3	16	3	-7	4
O=[N+]([O-])c1cccc(S(=O)(=O)c2ccc(NCCO)c([N+](=O)[O-])c2)c1	5	5	-3	-2	-8	14	-18	12	0	5	-4
O=C(CSc1nnc(-c2ccncc2)n1Cc1ccco1)Nc1nccs1	2	11	-15	-7	0	-7	10	3	2	14	8
CC(C)[C@@H](NC(=O)C1CCN(C(=O)[C@@H]2CCCN2C(=O)OC(C)(C)C)CC1)C(=O)NCc1ccc(F)cc1	-7	-3	1	4	3	-2	-23	17	20	22	0
Cc1ccc(CNC(=O)CCCOc2cc(=O)n(C)c3ccccc23)o1	-33	5	1	-35	-13	-17	-19	-12	4	6	15
CC(C)CCN1CC(C(=O)NC(C)C)CC1=O (configuration not stated)	15	8	-3	14	-3	3	0	-7	16	13	-6

(list continues)
SMILES	CF NFkB inh	TROY NFkB inh	KKLEB cytotox	COUP-TFII inh	TRAIL sens C8	NCOA1 inh	NCOA2 inhibitor	TWEAK-Fn14 inh	NR5A2 inv ag	SRC3 inh	LMP1 NFkB inh
CCc1cc(C(=O)NC2CCCN(Cc3ccccc3F)C2)n(C)n1 (configuration not stated)	9	23	-12	35	23	11	15	26	11	1	16
CCOCCCNC(=S)NCCCNc1nc2c(C)c(C)ccc2cc1C#N	-1	-11	-5	-14	-1	-10	20	16	12	7	6
Cc1ccc(-c2cc(C(=O)NN3CCOCC3)c3cc(Br)ccc3n2)o1	10	-2	-14	-4	-7	-2	-16	-9	12	10	15
O=C(Cn1ccn(-c2ccc(F)c(Cl)c2)c(=O)c1=O)NCCc1ccccc1	-1	-2	-4	.	-4	8	.	7	4	-41	-9
COCCNC(=O)c1ccc2c(=O)n(CCCN3CCCC3=O)c(=S)[nH]c2c1	-11	-24	4	-1	12	6	22	-13	12	-2	-2
CCC(C)c1ccccc1N1CC(C(=O)NCCc2ccc(OC)c(OC)c2)CC1=O (configuration not stated)	-24	-9	5	6	-8	11	14	11	-22	-16	3
COc1ccc(C(C[N+](=O)[O-])c2c(-c3ccccc3)cc3ccccn23)cc1OC (configuration not stated)	7	-13	1	1	11	4	-4	-6	11	2	-1

Assay outcomes from PubChem.
